# Source: PubChem
# Y pestis TopoI: Y. pestis Topo-I inhibition via cleavage products | Y. pestis Topo-I cleavage product accumulation, plate reader | activity, % at 10 µM | actives 0.064% (n = 360,000); in the data active means activity above about 50%, passing the limit was not always enough; further: inactives centre near 2
# SARS 3CLpro inh: SARS-CoV 3CLpro protease inhibition | recombinant SARS-CoV 3CLpro, quenched FRET peptide cleavage | inhibition, % at 6 µM | actives 0.14% (n = 290,000) | P0C6X7; in the data active means inhibition above about 12%
# TcdB inh: blocks C. difficile toxin B glycohydrolase activity; P18177; TcdB glycohydrolase enzymatic assay, plate reader; inhibition, % at 9.99 µM; actives 0.24% (n = 350,000); AID 652162; in the data active means inhibition above about 10%
# VHR inh abs: DUSP3 (human) phosphatase inhibition | P51452 | recombinant VHR phosphatase, pNPP absorbance | inhibition, % at 13.3 µM | actives 0.52% (n = 290,000) | AID 1654; in the data active means inhibition above about 50%; further: some compounds called inactive have numbers as strong as hits
# Target sequence (P51452 whole entry, looked up): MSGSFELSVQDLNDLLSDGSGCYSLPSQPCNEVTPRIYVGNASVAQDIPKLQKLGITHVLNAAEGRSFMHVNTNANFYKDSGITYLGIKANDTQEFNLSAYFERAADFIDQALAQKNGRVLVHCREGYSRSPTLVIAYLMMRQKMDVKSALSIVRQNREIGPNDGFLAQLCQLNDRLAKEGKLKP
# PfHsp40 rescue: rescue of PfHsp40-mediated yeast toxicity; S. cerevisiae expressing PfHsp40, growth rescue, ATP luminescence; growth rescue, % at 12.5 µM; actives 0.68% (n = 340,000); AID 504582; in the data active means growth rescue above about 28%, passing the limit was not always enough;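 further: yeast W303a lacking pdr1 and pdr3 grown in galactose medium; growth measured after three days at 30 °C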
# Anthrax LF prot: inhibitors of Bacillus anthracis lethal factor protease. P15917. multiplex microsphere protease cleavage assay, LF. inhibition, % at 10 µM. actives 0.12% (n = 360,000). AID 588501; in the data active means inhibition above about 30%; further: plate controls were buffer without enzyme for full effect and enzyme alone for no effect
# Rv3671c protease: inhibits the M. tuberculosis serine protease Rv3671c | actives 0.048% (n = 320,000) | inhibition, % at 5.96 µM; in the data active means inhibition above about 38%;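 further: extracellular domain of Rv3671c used as enzyme; 0% = enzyme with DMSO and 100% = no enzyme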
# Target sequence (P9WHR9 whole entry, looked up, the tested form may be a part): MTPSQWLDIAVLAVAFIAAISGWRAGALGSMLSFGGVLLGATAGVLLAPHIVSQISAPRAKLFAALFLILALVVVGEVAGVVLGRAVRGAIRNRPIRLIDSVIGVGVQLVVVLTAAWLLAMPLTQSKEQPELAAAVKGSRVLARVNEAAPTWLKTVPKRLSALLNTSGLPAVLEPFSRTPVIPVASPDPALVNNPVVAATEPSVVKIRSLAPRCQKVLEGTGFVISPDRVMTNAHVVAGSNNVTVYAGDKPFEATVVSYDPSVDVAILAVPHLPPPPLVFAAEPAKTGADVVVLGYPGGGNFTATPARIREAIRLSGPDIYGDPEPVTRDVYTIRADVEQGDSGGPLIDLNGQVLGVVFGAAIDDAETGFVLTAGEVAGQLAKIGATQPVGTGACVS
# MazEF act: increases E. coli MazEF RNase cleavage of RNA | P0AE70 | FAM/BHQ RNA-DNA oligo cleavage fluorescence, 5 h | actives 0.32% (n = 350,000) | activation, % at 20 µM; in the data active means activation above about 50%
# Target sequence (P0AE70 whole entry, looked up): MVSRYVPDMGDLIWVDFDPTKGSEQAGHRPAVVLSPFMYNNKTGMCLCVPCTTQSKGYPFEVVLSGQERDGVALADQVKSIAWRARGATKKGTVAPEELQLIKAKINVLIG
# BH1578 lux ind: induces V. cholerae light production without autoinducers; V. cholerae BH1578 lux reporter, luminescence, 6 h; activation, % at 18.7 µM; actives 0.16% (n = 350,000); in the data active means activation mostly above about 9.7%, no sharp cut-off; further: not every result past the cut was called active; inactives centre near 0; reference of the scale not given here
# PriA SSB inh: blocks PriA binding to SSB C-terminal tail | AlphaScreen SSBct-PriA binding, biotinylated peptide | inhibition, % at 33 µM | actives 0.6% (n = 430,000) | AID 1272365; in the data active means inhibition mostly above about 37%, no sharp cut-off; inactive means mostly below about 20%;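 further: plate controls were negative control peptide for no effect and reference peptide for full effect; strong numbers were not always called active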
# Numbers without * were called inactive; i = inactive; / = no result given; & = joins results of further samples. Only part of the results is shown; the hit share may differ from the screen's.
SMILES,Y pestis TopoI,SARS 3CLpro inh,TcdB inh,VHR inh abs,PfHsp40 rescue,Anthrax LF prot,Rv3671c protease,MazEF act,BH1578 lux ind,PriA SSB inh
COc1ccc(CCNC(=O)CCC(=O)NC2CCCC(C)C2C)cc1OC (stereo not given),-3,-2,0.2,32,-1.1,-8,11,6,-0.2,-13
Cc1cccc(NC(=O)C2CCCN(c3ncnc4c3nc3n4CCCCC3)C2)n1 (stereo not given),7,1,0.8,37,0.4,-4,-4,7,-1.2,-4
COc1ccc(NC(=O)CSc2nnc(-c3ccncc3)n2CC2CCCO2)c(OC)c1 (stereo not given),3,0,/,14,0.3,-4,-3,1,-2.9,2
CCOC(=O)/C(C#N)=N/Nc1ccccc1C#N,5,0,-0.9,18,1.0,0,6,2,0.1,/
Cc1ccc2[nH]c(C(=O)NCCN3CCCC3)cc2c1,4,-1,0.9,4,-0.7,0,-4,2,-1.7,13
C=CCNC(=O)c1ccc(N(Cc2ccc(Cl)cc2)S(C)(=O)=O)cc1,12,-2,0.6,10,0.8,10,7,7,-0.2,-17
CCC(C)[C@H]1CNCCN1CCc1cccc2ccccc12 (stereo not given in full),1,/,-3.5,/,0.3,2,4,2,-2.2,-3
COc1ccc(OC)c(NC(=O)c2ccc(CN3CCOCC3)cc2)c1,1,2,/,4,0.1,-2,4,1,-0.2,1
COCCOc1ccc(C(F)(F)F)cc1NC(=O)c1ccccc1,-1,-5,/,34,0.1,0,-2,4,4.2,-8
COc1ccc(S(=O)(=O)NC(C)C(=O)NC2CC2)cc1C (stereo not given),8,2,-1.5,11,0.6,-3,1,5,i,-5
NC(c1cccc(F)c1)c1nc(-c2ccc(Cl)cc2)cs1 (stereo not given),9,/,-0.8,/,/,-1,/,/,-0.4,/
COC(=O)c1cc(C(=O)c2c(C)cc3ccccn23)cc([N+](=O)[O-])c1,26,-7,1.2,1,0.4,-1,-2,7,-0.3,11
COc1cc2c(cc1OC)C1(Nc3c-2c(C)nn3-c2ccccc2)C(=O)Nc2ccccc21 (stereo not given),-5,-3,0.6,25,-0.1,2,-39,0,/,-11
O=C(O)CCSCC(=O)Nc1c(C(=O)C2CC2)oc2ccccc12,-2,2,/,-1,0.2,5,-2,8,-0.5,2
Cc1ccc(-n2nc(C(N)=O)nc2-c2ccccc2)cc1,4,-5,0.8,-1,-0.8,-14,-5,6,-0.6,-17
O=C(NC1CCCc2ccccc21)C1CCN(S(=O)(=O)c2cnc[nH]2)CC1 (stereo not given),-5,1,/,-2,0.0,-2,-2,1,-7.7,-4
Cc1ccc(NS(=O)(=O)c2ccc(-c3ccc(=O)[nH]n3)o2)cc1N(C)C,-1,2,-0.1,6,-1.1,2,1,2,-0.2,-6
CCCCCCN1C[C@H](n2cc(COC(=O)c3ccccc3)nn2)[C@@H](O)C[C@@H]1c1ccc(Cl)cc1,19,/,-0.1,/,/,0,/,-8,-0.4,/
COC(=O)Cn1c(C)c(C#N)c2ccccc21,-3,3,/,0,1.4,-1,3,6,i,2
CN(CC(=O)Nc1ccc(F)cc1[N+](=O)[O-])Cc1ccccc1,2,2,-0.8,14,0.0,-2,2,4,i,24
COc1ccccc1CN1CCN(C(=O)Cc2ccccc2)CC1,5,/,/,11,0.4,-1,0,-5,i,-2
CC(=O)O[C@@H]1[C@H](OC(=O)CC(C)C)c2c(ccc3ccc(=O)oc23)OC1(C)C,18,2,1.8,-7,2.2,-9,-18,1,i,-2
N#CC1=C(N)Oc2c(c(=O)oc3ccccc23)C1c1ccccc1OC(=O)c1cccs1 (stereo not given),3,-2,/,17,1.2,0,-14,5,-0.2,-11
Cc1nn(C)cc1CN(C)C(=O)c1ccc(OC2CCN(Cc3ccccn3)CC2)cc1,6,2,0.1,23,1.1,1,1,-2,i,-4
Cc1ccc(/C=N/Nc2ccc(F)cc2)s1,-6,-2,0.5,20,0.6,2,2,2,-0.8,/
O=C(Cc1cccs1)N1CCN=C1SCc1cccc(F)c1,8,-1,1.4,8,1.4,-1,4,-6,-4.2,-11
N/C(=N\c1nc2ccccc2o1)NC(=O)c1cccc(Cl)c1,5,-3,1.0,10,/,-7,-10,-25,i,/
O=C(CCC(=O)c1cccs1)OCC(=O)c1ccc(Cl)s1,2,-6,0.5,-1,0.3,0,10,1,/,-26
COc1cc(N)c(Cl)cc1C(=O)NC1CCN(Cc2ccccc2)CC1,-12,/,0.6,/,-0.4,1,/,4,0.2,-5
COc1ccc(C(O)P(=O)(OC2CCCCC2)c2ccc(N(C)C)cc2)cc1OC (stereo not given),14,5,/,2,0.5,-1,7,-1,3.5,-5

# Record cards (already shown). Values in the order: Y pestis TopoI, SARS 3CLpro inh, TcdB inh, VHR inh abs, PfHsp40 rescue, Anthrax LF prot, Rv3671c protease, MazEF act, BH1578 lux ind, PriA SSB inh
# COc1cc(N)c(Cl)cc1C(=O)NC1CCN(Cc2ccccc2)CC1 is listed as -12, /, 0.6, /, -0.4, 1, /, 4, 0.2, -5
# CC(=O)O[C@@H]1[C@H](OC(=O)CC(C)C)c2c(ccc3ccc(=O)oc23)OC1(C)C is listed as 18, 2, 1.8, -7, 2.2, -9, -18, 1, i, -2
# Cc1nn(C)cc1CN(C)C(=O)c1ccc(OC2CCN(Cc3ccccn3)CC2)cc1 is listed as 6, 2, 0.1, 23, 1.1, 1, 1, -2, i, -4
# O=C(CCC(=O)c1cccs1)OCC(=O)c1ccc(Cl)s1 is listed as 2, -6, 0.5, -1, 0.3, 0, 10, 1, /, -26
# COc1ccc(C(O)P(=O)(OC2CCCCC2)c2ccc(N(C)C)cc2)cc1OC (stereo not given) is listed as 14, 5, /, 2, 0.5, -1, 7, -1, 3.5, -5

# Continuation:
SMILES,Y pestis TopoI,SARS 3CLpro inh,TcdB inh,VHR inh abs,PfHsp40 rescue,Anthrax LF prot,Rv3671c protease,MazEF act,BH1578 lux ind,PriA SSB inh
CC(=O)c1cccc(NC(=O)C2Cc3c(-c4cccc(C(N)=O)c4)ccnc3O2)c1 (stereo not given),-2,/,0.9,/,/,2,/,/,0.1,/
Cc1ccc(C(=O)N2CCN=C2SCc2ccc([N+](=O)[O-])cc2)cc1,29,5,0.3,3,0.5,-2,-14,-1,-0.2,-8
CSc1nnc(C)c(=O)n1COC(=O)c1ccc([N+](=O)[O-])cc1,3,5,0.2,2,0.7,2,8,3,3.6,10
CCOc1ccccc1CN1CCN(Cc2c[nH]c3ccccc23)CC1CCO (stereo not given),4,4,1.5,19,-0.3,2,/,6,-0.7,6
CC1(C(=O)O)CCCN(C(=O)/C=C/c2ccccc2)C1 (stereo not given),0,/,0.0,/,/,-1,/,/,2.2,/
COc1cc(C(=O)Nc2ccc(NC(C)=O)cc2)ccc1OCc1ccccc1,-9,-3,2.3,30,-1.3,0,-2,1,i,0
COc1ccc(OC)c(S(=O)(=O)N/N=C(/C)c2ccc3c(c2)OCO3)c1,5,-3,-0.8,19,-0.3,-1,/,14,-0.7,/
CC1(C)C[C@H]2C3=CCC4[C@@]5(C)CC[C@H](O[C@@H]6O[C@H](C(=O)O)[C@@H](O)[C@H](O)[C@H]6O)[C@@](C)(CO)C5CC[C@@]4(C)[C@]3(C)C[C@H](O)[C@@]2(CO)[C@@H](O)[C@@H]1O (stereo not given in full),3,/,0.3,/,-0.4,1,-6,8,-0.5,-2
COc1ccc2c(c1)O[C@@H](c1cccc(C(F)(F)F)c1)[C@H](O)C2=O,/,6,/,4,2.8,/,4,/,/,/
O=C(Nc1cccc(-c2nc3ccccc3s2)c1)c1cc(=O)c2ccccc2o1,7,-6,0.0,-2,-1.4,0,-9,-14,-6.0,-12&8

# Looked up above.
# Anthrax LF prot result of CCCCCCN1C[C@H](n2cc(COC(=O)c3ccccc3)nn2)[C@@H](O)C[C@@H]1c1ccc(Cl)cc1 = 0
# MazEF act result of COc1ccc(S(=O)(=O)NC(C)C(=O)NC2CC2)cc1C (stereo not given) = 5
# PfHsp40 rescue result of COc1ccc(OC)c(S(=O)(=O)N/N=C(/C)c2ccc3c(c2)OCO3)c1 = -0.3
# Rv3671c protease result of O=C(CCC(=O)c1cccs1)OCC(=O)c1ccc(Cl)s1 = 10
# SARS 3CLpro inh result of O=C(Nc1cccc(-c2nc3ccccc3s2)c1)c1cc(=O)c2ccccc2o1 = -6

# Other compounds follow.
SMILES,Y pestis TopoI,SARS 3CLpro inh,TcdB inh,VHR inh abs,PfHsp40 rescue,Anthrax LF prot,Rv3671c protease,MazEF act,BH1578 lux ind,PriA SSB inh
Cc1nn(C(C)(C)C)c(OC(=O)c2ccc3c(c2)OCO3)c1S(=O)(=O)c1ccccc1,33,2,/,26,20,-5,-3,-1,i,4
COc1cccc(C(=O)OCCN2CCCCC2)c1,-1,0,/,-4,2.0,-1,3,12,0.0,-1
COCCCNC(=O)c1csc([C@H]2C[C@H](O)[C@@H](CO)O2)n1,6,/,1.7,/,/,2,/,/,-0.3,/
CCOC(=O)C1(Cc2ccccc2)CCN(Cc2ccc(C)s2)CC1,21,9,0.4,27,-0.6,-3,5,-4,i,-4
Cc1cc2cc(CNC(=O)c3ccc(S(=O)(=O)N4CCOCC4)cc3)ccc2[nH]1,7,/,-0.1,14,0.0,7,-4,2,-0.2,-11&8
CC(OC(=O)c1ccc2ncsc2c1)C(=O)Nc1ncc(Cl)cc1Cl (stereo not given),4,0,/,-5,-1.0,2,0,-2,i,-7
COc1ccc(CNC(=O)C2CCN(S(=O)(=O)c3cc(OC)ccc3OC)CC2)cc1,3,0,0.1,3,0.1,-6,-6,-1,/,-8
Cc1c(Cl)cccc1NC(=O)c1ccc(-n2ccnc2)nc1,0,-5,/,24,0.4,5,1,4,-0.7,-11
Cc1ccc(C(=O)NCC(=O)O)cc1S(=O)(=O)N1CCCCC1,-10,0,/,22,1.1,-1,-2,7,-0.3,-7
CCc1nnc(NC(=O)CSc2nc3c(c(=O)n2-c2ccccc2OC)SCC3)s1,-9,4,/,-14,-1.1,-7,1,2,-2.9,-16&-9
O=C(NC1CC1)c1nc2c(nnn2Cc2ccccc2Cl)c(=O)[nH]1,8,-10,-0.3,9,0.3,8,-6,-6,1.9,-1
Cc1oc(-c2ccccc2Cl)nc1CN1CCCC1c1ccc(F)cc1 (stereo not given),18,2,1.0,-8,0.8,3,-13,-26,i,-3
CCCOc1ccc(F)cc1-c1cc(C(=O)NCc2cccc(Cl)c2)[nH]n1,21,/,0.7,/,/,1,/,/,-5.0,/
Cc1nn(-c2ccccc2)c(C)c1C(=O)OCC(=O)NC12CC3CC(CC(C3)C1)C2,18,3,1.1,17,1.1,-1,-11,1,-0.2,-3
C=CCN1C(=O)c2ccc(C(=O)N(CCC)CC(=O)Nc3ccccc3C)cc2C1=O,5,/,0.6,/,0.5,4,12,4,i,-2
